Growth percent in the NCI-60 one-dose screen (48 h, 10 µM unless noted): 100 = growth as untreated, 0 = no growth, -100 = all killed.
K-562 – K-562 leukemia; 78,000 tested, 7.4% active
MDA-MB-231 – MDA-MB-231 breast cancer | 81,000 tested, 5% active
MDA-MB-468 – MDA-MB-468 breast cancer; 78,000 tested, 8.5% active; AID 2202374
SR – SR leukemia cells; 73,000 tested, 8.7% active; AID 1794780
MOLT-4 – MOLT-4 leukemia cells; 80,000 tested, 6.9% active; AID 1794779
RPMI-8226 – RPMI-8226 leukemia cells | 77,000 tested, 7.5% active | AID 1794781
MCF7 – MCF7 breast cancer | AID 1794796 | 82,000 tested, 6.3% active
CCRF-CEM – CCRF-CEM leukemia; AID 1794778; 77,000 tested, 7% active
Numbers without * were called inactive; . = not tested or not shown; & = joins results of further samples; ! = not confirmed by another sample. How the source made its calls: active means growth percent below 10; inactive means the rest.

SMILES	K-562	MDA-MB-231	MDA-MB-468	SR	MOLT-4	RPMI-8226	MCF7	CCRF-CEM
CC1(C)CC[C@]23CC[C@]4(C)[C@H](CC[C@@H]5[C@@]6(C)CC(CC/C(N)=N/O)(CC/C(N)=N/O)C(=O)C(C)(C)[C@@H]6CC[C@]54C)[C@H]2[C@H]1OC3=O	91	100	105	89	99	102	.	102
C#Cc1ccccc1N1C(=O)C=CC1=O	97	99	106	97	96	98	94	108
O=C(NC1CCCCC1)N(Cc1nnc2n1CCCCC2)c1ccc(F)cc1	104	113	.	99	107	96	98	104
O=C1NC(=O)C(=NC2C(=O)NC(=O)NC2=O)C(=O)N1	115	118	90	118	115	99	102	101
O=c1[nH]nc(-c2ccc([N+](=O)[O-])o2)c(=O)[nH]1	112	91	90	110	102	90	98	101
Cc1cc2nc3c4cc(Cl)ccc4n(CC(=O)NCCN(C)C)c3nc2cc1C	-33*	53	61	-38*	-19*	-27*	-20*	-14*
COc1ccc(/C=C/c2ccc3ccccc3[n+]2C)cc1	28	104	50	.	91	35	82	.
CC1OC(n2cnc3c(=S)nc[nH]c32)C(O)C1O (configuration not stated)	118	103	106	129	109	98	97	104
O=C1/C(=C/c2ccccc2[N+](=O)[O-])COc2ccc(O)c(O)c21	4.5*	-17*	-58*	3.6*	-8.6*	.	7.0*	-2.4*
O=C(Nc1ccc(Nc2ncnc3sc4c(c23)CCCC4)cc1)Nc1c(Cl)cccc1Cl	99	93	90	87	90	107	93	92
CN(C)c1ccc(P(=O)(O)c2ccc(N(C)C)cc2)cc1	99	101	90	93	100	101	97	104
COc1cccc(/C=C/c2nc3ccccc3c(=O)n2CC(=O)Nc2ccccc2)c1	93	-29*	83	90	94	71	42	90
O=[N+]([O-])c1ccc(Cl)cc1Cl	98	107	104	80	87	99	100	111
CCOC(=O)c1[nH]c(=O)c2c(=O)[nH]c(-c3ccccc3)cc2c1O	105	99	99	88	88	97	111	118
COc1ccc(OC)c(/C=N/NC(=O)Cn2c(C(C)C)nc3ccccc32)c1	94	114	103	.	97	92	92	94
CCN1c2ccccc2SC1CC1=C(O)C(CC2Sc3ccccc3N2CC)=C1O (configuration not stated)	100	.	106	.	105	98	91	98
Cc1ccc(C(C)C)cc1OCCOCCCl	102	95	99	98	106	102	96	98
CC12CCC(C1)C(C)(C)/C2=N\N=C(N)N (configuration not stated)	.	95	.	.	111	123	98	124
O=C(/C=C/c1ccccc1)c1ccc(Nc2nc(NCCO)nc(Nc3ccc(Cl)cc3)n2)cc1	36	71	64	23	74	9.7*	9.9*	61
NNc1cc(Cl)ccc1Cl	90	99	119	91	94	85	91	85
OC(Nc1ccccn1)(C(F)(F)F)C(F)(F)F	98	105	111	95	96	102	91	90
CCCCCc1cc[n+](CC(O)c2ccccc2)cc1 (configuration not stated)	78	99	84	85	91	84	90	72
Cc1[nH]c(C(=O)Nc2ccc(C(=O)NCC(=O)O)cc2OC2CCNCC2)c(Cl)c1Cl	106	96	110	86	101	107	100	98
Oc1ccccc1-c1nc2ccccc2s1	101&91	94&84	69&65	79	103&87	101	71&79	97
CC(=O)O/C(=C(\OC(C)=O)c1ccccc1)c1ccccc1	117	91	104	119	114	109	116	112

Sorted by length of the SMILES (largest number first): 13 of the compounds above
SMILES	K-562	MDA-MB-231	MDA-MB-468	SR	MOLT-4	RPMI-8226	MCF7	CCRF-CEM
CC1(C)CC[C@]23CC[C@]4(C)[C@H](CC[C@@H]5[C@@]6(C)CC(CC/C(N)=N/O)(CC/C(N)=N/O)C(=O)C(C)(C)[C@@H]6CC[C@]54C)[C@H]2[C@H]1OC3=O	91	100	105	89	99	102	.	102
Cc1[nH]c(C(=O)Nc2ccc(C(=O)NCC(=O)O)cc2OC2CCNCC2)c(Cl)c1Cl	106	96	110	86	101	107	100	98
O=C(Nc1ccc(Nc2ncnc3sc4c(c23)CCCC4)cc1)Nc1c(Cl)cccc1Cl	99	93	90	87	90	107	93	92
COc1cccc(/C=C/c2nc3ccccc3c(=O)n2CC(=O)Nc2ccccc2)c1	93	-29*	83	90	94	71	42	90
CCOC(=O)c1[nH]c(=O)c2c(=O)[nH]c(-c3ccccc3)cc2c1O	105	99	99	88	88	97	111	118
Cc1cc2nc3c4cc(Cl)ccc4n(CC(=O)NCCN(C)C)c3nc2cc1C	-33*	53	61	-38*	-19*	-27*	-20*	-14*
O=C(NC1CCCCC1)N(Cc1nnc2n1CCCCC2)c1ccc(F)cc1	104	113	.	99	107	96	98	104
O=C1NC(=O)C(=NC2C(=O)NC(=O)NC2=O)C(=O)N1	115	118	90	118	115	99	102	101
CN(C)c1ccc(P(=O)(O)c2ccc(N(C)C)cc2)cc1	99	101	90	93	100	101	97	104
COc1ccc(/C=C/c2ccc3ccccc3[n+]2C)cc1	28	104	50	.	91	35	82	.
CC1OC(n2cnc3c(=S)nc[nH]c32)C(O)C1O (configuration not stated)	118	103	106	129	109	98	97	104
CC12CCC(C1)C(C)(C)/C2=N\N=C(N)N (configuration not stated)	.	95	.	.	111	123	98	124
C#Cc1ccccc1N1C(=O)C=CC1=O	97	99	106	97	96	98	94	108

Continuation.
SMILES	K-562	MDA-MB-231	MDA-MB-468	SR	MOLT-4	RPMI-8226	MCF7	CCRF-CEM
Cc1ccc(NC(=O)Cn2nncc2CN2C(=O)CSC2=O)cc1C	106	111	96	124	103	106	92	106
CCOC(=O)Nc1ccc2c(c1)/C(=N/O)c1ccccc1-2	67	74	97	39	37	76	47	19
O=C(NO)c1ccc(Nc2c(C3CCCCC3)nc3ccccn23)cc1	77	99	68	.	.	43	78	66
c1ccc(Cc2nc3ccccc3s2)cc1	104	101	109	108	91	98	100	93
CCCCCCCCCCCCN(CCO)C(=O)CCl	72	93	90	72	80	100	89	.
COC(=O)Nc1ccc2c(c1)Cc1cc(NC(=O)OC)ccc1-2	.	104	110	.	.	94	89	.
CN1c2ccccc2S(=O)(=O)n2c(SCC(=O)Nc3nc4ccc(F)cc4s3)nnc21	116	103	.	60	82	70	88	31
CC[C@H]1CCC/C=C/[C@@H]2C[C@H](O)C[C@H]2[C@H](O)/C=C/C(=O)O1	10	-88*	-51*	2.3*	0.8*	-3.8*	-73*	7.7*
CC(C)CCC[C@@H](C)C1CCC2C3CCC4=C/C(=N/OCCN(C)C)CC[C@]4(C)C3CC[C@@]21C (some centres not stated)	74	89	87	62	49	78	92	27
CCn1c2c(c3ccccc31)CC1CN(C3CCCCC3)C(=O)C1C2C(=O)O (configuration not stated)	95	94	103	109	101	103	94	103
Cc1ncc(CO)n1Cc1ccc(Cl)cc1	98	113	103	110	103	96	101	105
CCC[C@@H]1O[C@](O)(CCN)[C@H](O)N(CCCN)C1=O	105	102	105	96	104	96	97	100
Cc1ncc(C[n+]2csc(CCOC(=O)C(Cl)Cl)c2C)c(N)n1	99	109	93	109	114	111	96	101
O=C(/C=C/c1ccco1)c1ccco1	108	95	86	110	92	112	85	105
O=C(CCCCCN1CC(=O)N2[C@H](c3ccc(Br)cc3)c3[nH]c4ccccc4c3C[C@@H]2C1=O)NO	32	66	57	28	16	38	45	35
COC(=O)[C@H]1CCCN1C(=O)[C@H]1CCCN1C(=O)[C@H](Cc1c[nH]c2ccccc12)NC(=S)Nc1cc(C(F)(F)F)cc(C(F)(F)F)c1	35	-39*	61	4.5*	29	.	33	.
NS(=O)(=O)c1ccc(NC(=O)N2CCN(c3ccc(Cl)cc3)CC2)cc1	100	106	106	95	101	98	98	126
C/C(=N\NC(=S)Nc1ccccc1)c1cc2ccccc2oc1=O	100	92	110	96	106	99	90	109
Cc1ncc2c(c1-c1noc(-c3cn[nH]c3-c3cccs3)n1)CCNC2	75	55	33	64	18	88	30	46
C/C=C/C(=O)OCCOc1ccc(Cl)cc1Cl	89	105	105	80	92	.	91	112
CCCCCCCC(CCCCC)C(=O)OCC (configuration not stated)	105	96	94	106	99	101	98	97
CCOC(=O)Cn1c(-c2ccc(C)o2)nc2cc3nc4ccccc4nc3cc21	84	106	110	98	101	105	93	115
CCOC(=O)c1sc2ncccc2c1-n1nnc(C#N)c1N	103	106	107	108	93	97	100	89
CC(NC(=O)OCc1ccccc1)C(=O)Oc1cc(Cl)c(Cl)cc1Cl (configuration not stated)	98	119	.	93	93	106	95	95
O=C1NC(/C=C/c2ccccc2)N=C2C(c3ccc(Cl)cc3)=NOC12 (configuration not stated)	110	108	102	119	108	106	96	107

New compounds follow.
SMILES	K-562	MDA-MB-231	MDA-MB-468	SR	MOLT-4	RPMI-8226	MCF7	CCRF-CEM
O=C(Nc1cccc(-n2ccc3c(NC(=O)c4ccccc4)nccc32)c1)c1ccc(Cl)c(C(F)(F)F)c1	2.6*!	-11*!	-87*!	5.0*	-4.8*!	-48*!	-48*!	-25*!
C/C(=N/Nc1c2ccccc2nc2ccccc12)c1ccccc1	96	101	80	104	95	84	93	97
O=[N+]([O-])c1ccc(O)c(S(=O)(=O)O)c1	.	89	.	98	98	105	102	102
COc1ccccc1/C=N/NC(=O)CSc1nc2ccccc2c(=O)n1Cc1ccc(S(N)(=O)=O)cc1	89	87	105	63	101	99	88	95
CC(O)C(O)C(O)C(O)C(O)C(=O)O (configuration not stated)	111	107	104	102	113	102	91	107
O=C(Nc1ccccc1)[C@H](O)[C@@H](O)C(=O)Nc1ccccc1	123	95	92	110	98	108	98	93
NC(CSSCC(NC(=O)c1ccccc1)C(=O)O)C(=O)O (configuration not stated)	94&96	119&113	96&94	95&90	95&92	99&110	91&97	99&104
CC(Br)Cc1ccc2c(c1)OCO2 (configuration not stated)	91	107	88	99	97	98	99	93
O=S(=O)(O)C(O)c1cccnc1 (configuration not stated)	102	107	99	96	101	106	99	99
O=C1c2ccccc2-c2nc3ccccc3n21	106	100	84	135	108	93	95	102
CCOC(=O)C1=NN(c2ccccc2)C(=O)/C1=C\N1C(=O)/C(=C/c2cccc(O)c2)SC1=S	100	88	106	83	96	88	92	93
Brc1cc2c(c3ccccc13)N1O[C@@H](C2)C[C@H]1CCc1ccccc1	88	114	116	84	95	86	90	100
CCCCCCNC(=O)c1cc(NCc2cc(O)ccc2O)ccc1O	.	45	66	7.4*	13	-12*	55	5.4*
CS(=O)(=O)c1ccc(-c2cc(-c3nnc(SCC(=O)Nc4ccc(C(=O)/C=C/c5ccc(Cl)cc5)cc4)n3-c3ccccc3)c3ccccc3n2)cc1	90	92	93	94	91	74	92	100
CCC(=O)Nc1ccc(-c2nc(-c3cccc(OCCN4CCOCC4)c3)c(-c3ccnc(Br)c3)[nH]2)cc1	61	83	83	91	65	.	66	57
NS(=O)(=O)c1ccc(Nc2nc(N/N=C/c3ccc([N+](=O)[O-])cc3)nc(Nc3ccccc3)n2)cc1	20	46	1.1*	16	12	43	9.8*	12
COc1cccc(C(Cc2ccccc2)Nc2ccccc2)c1OC (configuration not stated)	90	97	111	102	79	90	102	88
CCN(CC)CC(C)OC(=O)Nc1ccccc1Cl (configuration not stated)	101	116	101	95	97	104	111	93
Cc1ccc(/C=C/C(=O)c2ccc(NC(=O)CSc3nnc(-c4c[nH]c5ccccc45)n3-c3ccccc3)cc2)c(C)c1	35	22	22	42	44	23	3.3*	83
CC(=O)N1c2ccccc2S(=O)(=O)c2c1ccc1ccccc21	92	88	93	72	75	.	85	82
CCOC(=O)C(Cc1c[nH]c2cc(N)ccc12)(NC(C)=O)C(=O)OCC	122	106	95	88	94	99	92	120
CCN(CC)CCCNc1nc(SC)nc(-c2cccc(N)c2)c1C#N	91	98	104	.	97	96	91	99
COc1cc(C)ccc1Oc1nc(Nc2ccc(N3CCOCC3)cc2)ncc1N=Cc1ccc(Cl)cc1	23	52	44	67	41	59	47	.
O=C(Cn1c(/C=C/c2ccccc2)nc2ccccc2c1=O)Nc1ccccc1	93	25	62	80	73	90	.	71
C=CCOc1ccc2c(c1)CC[C@@H]1[C@@H]2CC[C@]2(C)C(=O)/C(=N/O)C[C@@H]12	20	9.7*	61	7.7*	-32*	20	44	6.4*

Remaining list, next part
SMILES	K-562	MDA-MB-231	MDA-MB-468	SR	MOLT-4	RPMI-8226	MCF7	CCRF-CEM
CN(C)CCOc1ccc(-c2nc3ccc(-c4nc5ccc(N6CCN(C)CC6)cc5[nH]4)cc3[nH]2)cc1	.	73	40	.	92	36	36	85
Clc1nc(Nc2ccccc2)nc(Nc2ccccc2)n1	.	89	57	46	86	83	92	92
CCOC(=O)c1csc(NC(=O)Nc2cnc(Nc3ccc(N4CCOCC4)cc3)nc2Oc2ccc(OC)cc2)n1	59	80	85	74	41	28	72	49
CC(=O)Oc1cc(O)oc(=O)c1	98	99	108	88	90	.	100	117
CC(C)CC(=O)OC/C=C/c1ccccc1	104	105	99	112	104	102	107	100
Cc1ccc2nc(C)c(C(=O)NCc3ccc(OCc4cn(Cc5ccc([N+](=O)[O-])cc5)nn4)cc3)n2c1	54	73	50	.	75	42	79	72
Cc1cc(C(N)=O)cc(C)c1C(=O)O	102	98	103	100	101	104	95	97
Cc1ccc(-c2nc3ccccc3n2CC(=O)N/N=C/c2ccc(OCc3ccccc3)cc2)o1	59	82	101	84	60	.	81	86
CCCCCCC(C(=O)O)C(=O)O	105	.	97	.	100	103	97	98
O=c1ccn(CCC(CO)CO)c(=O)[nH]1	75	102	89	112	65	121	152	121
CCC(CC)COC(=O)c1nn(C(C)=O)c2cc(F)c(F)cc12	96	81	91	95	74	84	89	83
CSc1nc(COC(=O)NC(C)C)c(COC(=O)NC(C)C)n1-c1ccccc1	108	105	104	119	114	107	95	99
O=C(CNc1nnc(-c2ccc(O)cc2)o1)N1c2ccccc2Sc2ccccc21	89	110	91	.	98	97	89	99
O=C(O)CCCC(=O)O	120	106	95	95	103	.	101	101
COc1ccc(Cc2cc(-c3ccc(Cl)c(Cl)c3)n[nH]c2=O)cc1	101	99	110	98	97	98	96	97
O=C1c2c(c(=O)[nH]c3ccccc23)C2CCCN1C2 (configuration not stated)	.	116	110	117	114	116	104	126
CCCC(C)(O)C#CC(C)(O)CCC (configuration not stated)	97	108	115	86	92	101	111	101
COc1ccc(Nc2c(Nc3ccc(OC)cc3)c(=O)c2=O)cc1	96	107	90	117	99	110	90	93
CCOC(=O)c1ccc2c3c(ccc(C(=O)OCC)c13)C=C2	87	118	107	96	80	104	96	102
